AddAB inh – less growth of phage-infected E. coli with AddAB; E. coli expressing H. pylori AddAB, absorbance growth; inhibition, % at 11.9 µM; actives 0.29% (n = 330,000); in the data active = inhibition above about 12%;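 note: 0% = vehicle wells of infected cells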
PfHsp90 yeast 2 – reduces growth (ATP signal) of yeast expressing P. falciparum Hsp90. S. cerevisiae expressing PfHsp90, BacTiter-Glo ATP, 48 h; yeast lacking PDR1 and PDR3 efflux regulators. inhibition, % at 9.4 µM. actives 0.32% (n = 310,000). AID 504621;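 active = every replicate shows inhibition above about 80%, whatever the replicate mean, limit read from the data; inconclusive = mean inhibition reaches the set limit but some replicate falls short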;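 note: 0% = DMSO neutral controls and 100% = 20 µM radicicol positive controls; yeast relying on Plasmodium falciparum Hsp90 in place of its own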
PvdQ acylase – blocks Pseudomonas aeruginosa PvdQ acylase activity. purified PvdQ acylase, fluorescence plate reader. inhibition, % at 10 µM. actives 0.063% (n = 340,000). AID 488965; in the data active = inhibition above about 30%, passing the limit was not always enough; inconclusive = no clear call, values can overlap the other calls;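 note: 0% = vehicle neutral wells and 100% = reference inhibitor wells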
Tat transport – E. coli Tat transport inhibition | actives 0.036% (n = 340,000) | E. coli MC4100 TorA-mCherry Tat export, fluorescence | AID 488895 | inhibition, % at 10 µM;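 active = mean replicate inhibition at least 50% and at least half of replicates individually reaching 50%; inconclusive = only one of the two criteria met; inactive = neither criterion met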;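 note: exported cargo escapes ClpAP degradation while cytoplasmic cargo is degraded and loses fluorescence; 0% = median of neutral control wells and 100% = median of NaSCN control wells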
CAL PDZ inh – blocks peptide binding to human CAL PDZ domain; Q9HD26; purified CAL PDZ, TMR-peptide fluorescence polarization, 1 h; inhibition, % at 20 µM; actives 0.02% (n = 330,000); AID 504414;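 active = highest replicate inhibition of at least 40%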;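 note: plate controls were DMSO neutral control wells for no effect and unlabeled competitor peptide control wells for full effect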
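Material: tagged CAL PDZ domain; buffer or medium: 25 mM sodium phosphate pH 7.4, 150 mM NaCl, TCEP, IgG, Thesit; compound dosing: single point, 20 µM; schedule: 1 h incubation at room temperature before polarization reading; measured by: FP readout, S and P plane fluorescence; read-out basis: percent inhibition from loss of millipolarization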
DAGLB inh – diacylglycerol lipase beta (human) inhibition; HEK293T DAGLB membrane lysate, EnzChek fluorogenic substrate; Q8NCG7; inhibition, % at 5.17 µM; actives 0.059% (n = 340,000); in the data active = inhibition above about 34%;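 note: 0% = enzyme with vehicle and 100% = wells lacking enzyme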
Target sequence (Q8NCG7 whole entry, looked up): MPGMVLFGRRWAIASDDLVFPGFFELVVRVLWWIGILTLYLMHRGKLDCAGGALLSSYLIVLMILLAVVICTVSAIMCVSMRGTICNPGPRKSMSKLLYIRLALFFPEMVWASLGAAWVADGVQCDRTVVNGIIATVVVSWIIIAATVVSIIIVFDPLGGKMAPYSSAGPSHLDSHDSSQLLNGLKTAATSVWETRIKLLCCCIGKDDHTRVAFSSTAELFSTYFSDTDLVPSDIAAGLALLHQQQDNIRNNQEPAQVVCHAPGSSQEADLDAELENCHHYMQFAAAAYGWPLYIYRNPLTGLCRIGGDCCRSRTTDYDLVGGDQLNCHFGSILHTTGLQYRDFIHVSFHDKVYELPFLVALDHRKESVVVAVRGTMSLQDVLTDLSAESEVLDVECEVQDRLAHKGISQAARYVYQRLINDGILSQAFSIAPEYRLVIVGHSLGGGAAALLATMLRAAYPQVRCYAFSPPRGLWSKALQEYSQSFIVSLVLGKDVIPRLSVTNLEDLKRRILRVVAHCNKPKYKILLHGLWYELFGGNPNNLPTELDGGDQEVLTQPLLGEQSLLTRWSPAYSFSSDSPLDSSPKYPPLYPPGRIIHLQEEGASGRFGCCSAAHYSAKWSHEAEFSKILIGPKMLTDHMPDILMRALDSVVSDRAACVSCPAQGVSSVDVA
Rtt109 Vps75 – C. albicans Rtt109 histone acetyltransferase inhibition | Q5AAJ8 | purified Rtt109/Vps75, ThioGlo CoA-SH fluorescence, 4 h | inhibition, % at 34.9 µM | actives 0.16% (n = 330,000);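 active = inhibition of at least 50% in every replicate; inconclusive = best replicate reaches 50% inhibition but some replicates fall short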
Target sequence (Q5AAJ8 whole entry, looked up): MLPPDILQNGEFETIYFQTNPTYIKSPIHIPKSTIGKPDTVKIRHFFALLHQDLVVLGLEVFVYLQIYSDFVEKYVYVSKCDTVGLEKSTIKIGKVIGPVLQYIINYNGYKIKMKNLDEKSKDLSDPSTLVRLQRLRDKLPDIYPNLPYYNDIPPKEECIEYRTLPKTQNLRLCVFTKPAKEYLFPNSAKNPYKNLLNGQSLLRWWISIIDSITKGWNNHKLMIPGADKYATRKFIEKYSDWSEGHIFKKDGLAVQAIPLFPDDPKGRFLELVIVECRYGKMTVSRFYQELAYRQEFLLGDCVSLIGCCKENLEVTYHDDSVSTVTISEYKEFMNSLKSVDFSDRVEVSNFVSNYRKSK
Wnt act – Wnt/beta-catenin pathway activation. actives 1.2% (n = 300,000). activation, % at 9.35 µM. Wnt/beta-catenin reporter cell assay, activator, plate reader; in the data active = activation above about 30%, passing the limit was not always enough; inconclusive = no clear call, values can overlap the other calls;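 note: 0% = neutral control wells and 100% = positive control wells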
phage Ecoli inh – E. coli growth loss with phage present; AID 651602; growth absorbance; inhibition, % at 11.9 µM; actives 0.26% (n = 360,000); in the data active = inhibition above about 11%
Ecoli viability – reduces bacterial viability in AddAB counter-screen; E. coli V3065 growth, OD600 absorbance, 18 h; inhibition, % at 11.9 µM; actives 0.27% (n = 330,000);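 active = inhibition above the campaign's mean inhibition across all tested compounds plus 3 SD, cut at about 9.9% in these data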;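 note: uninfected addAB+ strain grown without phage in ampicillin broth; 0% = DMSO wells and 100% = ciprofloxacin 0.95 µg/ml wells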
* marks the source's active call; other numbers are inactive results; ? = inconclusive; / = not tested or not shown.

SMILES	AddAB inh	PfHsp90 yeast 2	PvdQ acylase	Tat transport	CAL PDZ inh	DAGLB inh	Rtt109 Vps75	Wnt act	phage Ecoli inh	Ecoli viability
COc1cc2c(cc1OC)CN(CC(=O)Nc1ccc(S(=O)(=O)N(C)C)cc1)CC2	-1.2	2	-14	-2	-1.5	0	-14	-2	4.8	-1.4
Cc1ccc(S(=O)(=O)C(C#N)c2nc3ccccc3nc2N2CCCC2)cc1 (stereo not given)	0.7	-6	-15	10	0.1	4	-115	/	-0.4	-2.1
COc1ccc(Cl)cc1NC(=O)CN(C)C(=O)c1cc(-c2cccs2)nn1-c1ccccc1	0.1	/	12	11	-3.6	0	5	-3	3.5	-1.4
COc1ccc(NC(C)C(=O)N/N=C/c2ccccc2OCc2cccc(Br)c2)cc1 (stereo not given)	3.6	-14	16	-4	-0.8	-1	-7	5	1.1	-2.8
Cc1ccc(C(C(=O)NC(C)(C)C)N(Cc2cccnc2)C(=O)C(=O)NC2CCCCC2)o1 (stereo not given)	-1.7	22	12	-9	-0.6	0	-1	-1	1.8	-3.3
Cc1cccc(C(=O)NC(=S)N2CCN(C)CC2)c1	0.0	12	-15	-4	-3.0	-3	-4	/	1.9	-0.2
CCN(C(=O)COC(=O)C12CC3CC(CC(NC(C)=O)(C3)C1)C2)C1CCCCC1	/	-3	-8	-7	-2.9	1	-2	-2	2.4	/
O=C(Nc1ccccc1N1CCOCC1)c1ccc(N2CCCC2=O)cc1	0.7	6	-7	-3	-2.0	0	2	0	-0.3	-0.7
O=C(NCCOc1ccccc1)C(c1ccccc1)c1ccccc1	0.3	-22	-5	7	-2.9	-9	-6	-9	1.6	-2.9
O=C(NCc1ccncc1)Nc1ccccc1F	2.0	34	0	-1	-2.6	-2	/	0	5.6	-2.9
Cc1cc(C)n(Cc2ccc(C(=O)NCc3ccco3)o2)n1	0.3	10	-2	-5	-0.1	-3	12	/	1.9	1.4
CN(CCCN1CCCCC1)C(=O)CCc1nnc(C2CCCCC2)o1	3.4	1	-3	0	0.1	-1	-2	0	2.8	2.4
Cc1nonc1OC(C)CNc1ccc([N+](=O)[O-])cc1 (stereo not given)	5.1	-17	-1	-10	0.4	-2	19	/	1.1	-1.1
Cc1c(Cl)cccc1N1C(=O)CC(N(O)c2ccccc2)C1=O (stereo not given)	2.8	/	-15	4	/	2	-7	/	2.4	-2.2
CCOC(=O)[C@H]1[C@H]2COc3cc(OC)ccc3[C@@H]2N2C(=O)CN(Cc3ccc(C)cc3)C(=O)[C@@]12C	0.0	-37	-14	-6	-0.3	-2	5	-1	2.2	-1.0

Reformatted: results already given
| SMILES | AddAB inh | PfHsp90 yeast 2 | PvdQ acylase | Tat transport | CAL PDZ inh | DAGLB inh | Rtt109 Vps75 | Wnt act | phage Ecoli inh | Ecoli viability |
| --- | --- | --- | --- | --- | --- | --- | --- | --- | --- | --- |
| Cc1c(Cl)cccc1N1C(=O)CC(N(O)c2ccccc2)C1=O (stereo not given) | 2.8 | / | -15 | 4 | / | 2 | -7 | / | 2.4 | -2.2 |
| CCOC(=O)[C@H]1[C@H]2COc3cc(OC)ccc3[C@@H]2N2C(=O)CN(Cc3ccc(C)cc3)C(=O)[C@@]12C | 0.0 | -37 | -14 | -6 | -0.3 | -2 | 5 | -1 | 2.2 | -1.0 |

The results go on:
SMILES	AddAB inh	PfHsp90 yeast 2	PvdQ acylase	Tat transport	CAL PDZ inh	DAGLB inh	Rtt109 Vps75	Wnt act	phage Ecoli inh	Ecoli viability
O=C(CSc1ncc(S(=O)(=O)c2ccccc2)c(=O)[nH]1)Nc1ccccc1Cl	-0.6	-19	-15	3	-0.8	4	-7	11	-2.1	0.3
Cc1ccccc1CN1CCN(C(=O)c2cccc3ccccc23)CC1	0.0	-12	-15	2	-0.5	-4	8	0	1.8	-2.0
COc1ccc(OC2CCN(C(=O)Nc3ccc(C)cc3)CC2)cc1	1.2	18	2	-2	-0.3	-10	?	3	2.1	0.2
O=C(N/N=C/c1ccc(Br)cc1)c1cc[n+]([O-])cc1	2.4	17	-4	5	-2.2	1	-6	1	1.1	1.6
Cc1ccccc1-n1nc(C)c2cc(C(=O)N3CCOCC3)sc21	0.8	-7	-4	-13	-3.2	-1	-4	/	3.2	-1.4
CC(=O)Nc1nc(C)cs1	1.7	9	9	8	-0.2	0	5	0	-0.8	-3.3
CCc1ccc(NC(=S)NC(=O)CC(C)C)cc1	-1.4	13	-16	-9	-2.2	-17	-1	61*	3.0	-1.3
COc1ccc(N2CCN(Cc3nc4ccccc4c(=O)[nH]3)CC2)cc1	-3.2	0	-7	-6	-2.3	2	-3	/	1.4	-1.2
Cc1ccc(CNC(=O)CSc2nc(=O)n3cccc(C)c3n2)cc1	-2.0	15	-15	-2	0.1	1	0	0	3.7	-0.3
CCCCCOCC1CC(C/C(C)=N/NC(N)=O)(C(=O)OCC)C(=O)O1 (stereo not given)	1.8	10	-5	6	0.9	-3	7	4	2.4	6.9
CC(=O)c1cccc(NC(=S)Nc2ccc(F)cc2)c1	0.8	-4	-9	-2	/	1	-13	3	0.3	-1.7
CCOc1ccc(S(=O)(=O)NC2CCCCCC2)cc1	1.6	7	1	-7	-3.1	-3	-2	-1	2.1	1.9
CCCCOCCOCCOCCCC	1.0	-21	-19	?	-0.8	-1	3	0	3.2	1.4
CCc1cc(=O)oc2c(C)c(OCC(=O)NCCN3CCOCC3)ccc12	1.0	7	-5	-8	0.7	1	-1	-1	1.7	0.6
COc1cccc(Cn2nc3c4cc(F)ccc4n(Cc4ccc(F)cc4)cc-3c2=O)c1	1.8	-2	-4	0	-1.8	4	0	-1	-1.8	-3.4
O=C(Nc1c(O)c2ccccc2[nH]c1=O)c1ccco1	-0.1	-68	-5	0	0.2	-2	-5	-1	0.0	1.3
COCCn1c(C)cc(C(=O)CSc2nncn2-c2ccccc2)c1C	-0.3	/	-7	-1	-1.6	-1	/	7	0.9	1.8
CCCCN(C(=O)CSCC(=O)Nc1ccc(OC)cc1)c1c(N)n(CCC)c(=O)[nH]c1=O	0.7	-3	-6	-7	-2.0	2	16	0	1.7	0.7
Cc1cc(C)n(-c2ccc(S(=O)(=O)N3CCCC3)cc2[N+](=O)[O-])n1	2.5	23	3	-2	-2.1	2	-3	0	0.8	0.0
CN(CC(=O)Nc1ccc(S(=O)(=O)N(C)C)cc1)Cc1ccc(C(F)(F)F)cc1	5.5	-8	-1	-1	-0.7	-2	8	-1	-0.5	-0.2
C[n+]1cccc2ccc3c(c21)OC(N)=C(C#N)C3c1ccccc1 (stereo not given)	-0.9	-5	-9	-8	-1.2	/	3	2	1.9	-0.5
Cc1ccc(C(c2nnnn2Cc2cccs2)N2CCN(C(=O)c3ccco3)CC2)cc1 (stereo not given)	-2.6	2	4	-6	-1.6	-1	19	-5	0.9	-2.6
CCCSc1cc(=O)n(-c2ccc(F)cc2)nc1C(=O)OCC	-1.2	13	-6	7	-0.9	0	3	-2	1.3	-2.0
CC(=O)c1sc(NC(=O)C2CCCN2S(=O)(=O)c2ccccc2F)nc1C (stereo not given)	0.6	/	6	-3	-1.2	-3	6	-6	1.8	0.0
Cc1ccnc(-n2c(C)cc(/C=N/NC(=O)COc3cccc4cccnc34)c2C)c1	2.1	-12	12	-2	0.1	1	1	0	2.1	-1.6
c1ccc(C(CN2CCOCC2)c2ccccc2)cc1	0.9	-9	-13	-1	/	-7	0	-2	-2.4	1.2
CCCN1C(=O)c2cc(C(=O)Nc3ccccc3OC)ccc2C1Nc1ccccc1OC (stereo not given)	0.9	6	-5	15	-1.9	1	1	-1	2.8	0.2
CC1(C)Cc2cccc(OCC(=O)OCC(=O)NCc3ccccc3)c2O1	0.9	6	11	-1	-3.2	-3	10	1	1.8	-1.5
O=[N+]([O-])c1ccccc1S(=O)(=O)Nc1ncccn1	-0.7	-10	4	-7	0.4	1	3	-1	1.0	2.5
O=C(Cc1ccccc1)NN1C(=O)/C(=C/c2ccccc2C(=O)O)SC1=S	0.5	16	-8	-15	-0.7	2	15	-2	0.3	-2.5
NC(=O)C1CCN(S(=O)(=O)c2cccc(S(=O)(=O)N3CCCCC3)c2)CC1	-1.4	10	-13	8	/	-3	-3	/	1.3	-1.5
O=C(CCN1CCC2CCC(C2)C1)c1ccc(F)cc1 (stereo not given)	/	/	-7	2	-2.9	2	0	-4	1.0	/
CCCn1nnnc1NCc1cccc(OC)c1OC	-2.1	6	-17	-11	-3.7	0	-1	-1	1.8	-0.3
O=C(CSc1ncn[nH]1)c1ccco1	0.5	6	-15	-5	0.0	-1	-10	1	2.2	-2.9
COc1ccc(NC2CCCN(C(=O)c3csc(C(C)C)n3)C2)cc1 (stereo not given)	0.1	-15	-8	-3	0.7	0	2	0	4.6	0.4
O=C(c1cc2ccccc2[nH]1)N(Cc1cccnc1)CC1CCCN(C2CCCCC2)C1 (stereo not given)	0.3	2	-7	-1	-2.2	0	5	2	2.8	1.6
O=C(Nc1ccc(-c2nc3ccccc3o2)cc1)C1CCCO1 (stereo not given)	0.8	34	-14	-1	-4.2	2	0	/	2.8	-0.9
CC(=O)Nc1c(-c2ccccc2Cl)c(=O)c2ccccc2n1C	-1.4	6	-9	-10	-1.0	-1	-1	0	1.5	-0.7
Cc1ccc(NC(=O)CCNC(=O)c2ccccc2Cl)cc1S(=O)(=O)N1CCCCCC1	0.6	4	-6	11	0.8	-1	5	-2	1.3	-1.3
CC(C)C(=O)NC(=S)NCC(=O)c1ccccc1	1.6	-16	-10	-9	/	-1	4	/	2.7	2.0
Cc1cccc(N2C(=O)C(Cc3ccccc3)NC2=S)c1 (stereo not given)	-2.2	0	-4	-5	-2.9	-6	0	0	1.7	-2.7
COc1ccc(CC(=O)Nc2nc(C)cs2)cc1OC	3.0	-14	-10	7	-1.4	-1	10	/	0.9	-1.4
Cc1cc(N/C=C(\C#N)S(=O)(=O)c2ccc(Cl)cc2)nc(C)n1	2.6	-8	-8	3	-0.8	6	4	28	2.2	-2.3
COCCN(C(=O)C1CCCC1)c1c(N)n(Cc2ccccc2)c(=O)[nH]c1=O	2.0	7	4	1	-1.5	2	10	0	2.2	-0.2
CC(=O)Nn1c(-c2ccccc2)cc2ccccc21	0.2	-2	-3	-1	-0.7	0	6	7	1.1	-1.7
NC(=O)C1CCCN(Cc2ccc3ccccc3c2)C1 (stereo not given)	4.5	-7	-8	4	-4.5	-2	2	1	3.3	1.4
CC1(c2ccc([N+](=O)[O-])c(CS(=O)(=O)c3ccccc3)c2)OCCO1	0.3	-16	-7	0	-0.4	/	2	-1	0.5	0.2
COC(=O)c1cccc(NC(=O)CCN2C(=O)C3CC=CCC3C2=O)c1 (stereo not given)	0.6	12	-3	0	0.4	-1	2	-2	0.0	-3.0
CSc1cccc(NC(=O)c2cnccn2)c1	4.1	/	-8	8	-0.3	1	-5	/	-0.4	-1.3
C/C(=N\NC(=O)C12CCC(C)(C(=O)O1)C2(C)C)c1ccccc1O (stereo not given)	-2.5	-29	7	0	-0.3	1	5	10	1.1	-0.7
COc1cc2sc3ccc(-c4ccc(N(C)C)nc4)cc3c(=O)c2cc1OC	1.6	/	/	/	/	/	/	44*	2.2	-0.5

Screening results: PubChem BioAssay, several laboratories
